From PubChem
TbREL1 inh – TbREL1 inhibition, primary screen | P86926 | TbREL1 RNA ligation, FRET fluorescence | inhibition, % at 9.66 µM | actives 0.49% (n = 89,000);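 active = inhibition above the mean inhibition across all screened compounds plus 3 SD, cut at about 11% in these data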;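 note: 0% = plate median of test wells and 100% = NSC42067 control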
Target sequence (P86926 whole entry, looked up): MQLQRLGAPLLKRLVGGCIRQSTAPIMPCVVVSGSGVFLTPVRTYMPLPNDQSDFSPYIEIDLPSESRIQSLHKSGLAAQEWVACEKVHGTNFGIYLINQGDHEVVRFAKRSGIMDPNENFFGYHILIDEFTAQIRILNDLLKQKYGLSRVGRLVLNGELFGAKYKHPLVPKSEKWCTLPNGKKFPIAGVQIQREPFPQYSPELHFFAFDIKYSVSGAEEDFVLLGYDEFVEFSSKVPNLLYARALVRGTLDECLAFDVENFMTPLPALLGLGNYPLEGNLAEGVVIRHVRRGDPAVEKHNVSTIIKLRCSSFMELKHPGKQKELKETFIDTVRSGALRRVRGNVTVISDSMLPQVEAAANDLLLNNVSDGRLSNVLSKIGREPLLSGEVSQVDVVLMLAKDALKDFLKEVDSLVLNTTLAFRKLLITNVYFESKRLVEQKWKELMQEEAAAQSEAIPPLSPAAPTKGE
Starred values were filed as active, the others as inactive. This is a subset; rates above refer to the full screens.

compound | TbREL1 inh
CC(NCc1cccn1C)c1ccccc1 (stereo not given) | -4.0
O=C(NCCc1ccc2c(c1)OCCO2)c1cc(F)cc(F)c1 | -1.7
COc1ccc(C)cc1NC(=O)CN(C)C1CCCCC1 | 1.1
O=C(Nc1nc2c(s1)CCCC2)C1CCCN1C(=O)c1cccs1 (stereo not given) | -3.6
O=C1CC(N2CCN(C(c3ccccc3)c3ccccc3)CC2)C(=O)N1 (stereo not given) | 4.8
O=C(CSc1nncs1)NCCNC(=O)CSc1nncs1 | -0.5
O=S(=O)(c1cccs1)N1CCN(CC(O)COc2cccc(Br)c2)CC1 (stereo not given) | 4.6
O=C(NCC(c1cccs1)N1CCOCC1)c1ccc(OCc2ccccc2)cc1 (stereo not given) | 2.4
Cn1c(=O)c2cc(S(=O)(=O)N3CCN(c4ccccc4Cl)CC3)ccc2n(C)c1=O | 5.2
COc1ccccc1-n1ccn(CC(=O)Nc2ccc(C)cc2Cl)c(=O)c1=O | 4.2
S=C(Nc1cccc(Cl)c1)Nc1ccc2cn[nH]c2c1 | -0.5
Clc1ccc(CNc2ccc3nnc(-c4ccccc4)n3n2)cc1 | 0.8
CCN(c1ccc2c(c1)OCO2)S(=O)(=O)c1cc2c(cc1Br)CCN2C(=O)C1CC1 | 0.2
C[C@@H]1CCC(=O)N(CC[C@H](Sc2ccccc2)c2ccccc2)CC1 | 0.4
O=C(OCC(=O)N1CCOCC1)c1ccc(Br)cc1 | 6.5
COc1cc(C)ccc1OCc1cc(C(=O)NCCN2CCOCC2)no1 | 0.5
CCc1nnc(NC(=O)C2CCC(CNc3c(N4CCCCC4)c(=O)c3=O)CC2)s1 (stereo not given) | -0.3
CC(=O)NCCC(=O)Nc1cc(S(=O)(=O)N2CCOCC2)ccc1N1CCOCC1 | -2.3
CC1=Nc2ccc3ccccc3c2C1(C)C | 1.3
COc1cccc(NC(=O)n2ccc3ccc(-c4ccc5cc[nH]c5c4)cc32)c1 | 1.9
Cc1cccc(-c2n[nH]c(=S)n2/N=C/c2ccc(C)s2)c1 | -3.0
Cn1c(CNC(=O)c2ccco2)nnc1SCC(=O)N1CCN(c2ccccc2)CC1 | 0.0
O=S(=O)(NCc1ccccn1)c1ccccc1 | -0.2
CC(C)CSc1ncccc1-c1nc2ccccc2[nH]1 | -2.0
CC(=O)C1=C(C)NC(=O)NC1c1cc(Br)ccc1OCC(N)=O (stereo not given) | 3.7
CC(=O)c1ccc(N2CCN(c3ncccn3)CC2)cc1 | 7.3
CCSc1nnc(NC(=O)C2CSC3(C)CCC(=O)N23)s1 (stereo not given) | 3.9
COC(=O)c1ccc(CSc2nncn2C)cc1 | 0.0
COc1cccc(C(=O)NCCNC(=O)c2cnccn2)c1 | 3.3
C/C(=N\NC(N)=S)c1ccc2c(c1)OCCO2 | 0.9
CCOc1c(Br)cc(/C=C(\C#N)C(=O)NC2CC2)cc1OC | 4.3
Nc1c(S(=O)(=O)c2cccs2)c2nc3ccccc3nc2n1Cc1ccc2c(c1)OCO2 | -1.1
COCCCNC(=O)c1ccc(CNS(=O)(=O)c2ccc(NC(C)=O)cc2)cc1 | 1.6
O=[N+]([O-])c1cccc(COc2ccc(CO)cc2)c1 | 0.3
c1ccc(-c2onc3cc4c(cc23)OCCO4)cc1 | 0.9
O=C(COC(=O)c1ccc(O)cc1O)NC(=O)NCc1ccccc1 | 1.1
CC(C)(C)c1nc[nH]c(=O)c1Br | 1.1
CCc1cccc(C)c1NC(=O)c1cc(=O)[nH]c2ccc(S(=O)(=O)N3CCOCC3)cc12 | -7.0
O=C(c1ccccc1)N(C(=O)c1ccccc1)N1CCCC1 | 0.8
CC(C)(C)C(=O)Nc1nnc(SCc2ccc(F)cc2)s1 | 2.8
COC(=O)[C@]12C[C@H](CC(=O)NCc3cccs3)C(=O)N(Cc3ccc(Cl)cc3Cl)C1=C[C@H](C1CCCC1)O[C@@H]2C | 5.2
CCCCN(C)C(=O)c1sc(=O)n(Cc2c(C)cccc2C)c1C | -1.0
NC(=O)[C@H]1CC2(CC(c3cccc(NC(=O)COc4ccc(Cl)cc4)c3)=NO2)CN1C(=O)C(c1ccccc1)c1ccccc1 (stereo not given in full) | -0.7
CCOc1ccc(S(=O)(=O)NCCC(=O)NC2CCN(Cc3ccccc3)CC2)cc1 | -1.9
CCOc1ccccc1NC(=O)CSc1nnc(CNC(=O)COc2ccc(Cl)cc2)o1 | -0.5
CCOc1ncccc1C(=O)Nc1ccccc1N1CCOCC1 | -1.1
O=S(=O)(Nc1cccc(-n2cnnn2)c1)c1ccc(F)cc1 | -0.2
O=C(CC12CC3CC(CC(C3)C1)C2)N1CCN(S(=O)(=O)c2cccs2)CC1 | -2.0
CCOC(=O)C1=CCN(S(=O)(=O)c2ccccc2F)C1c1cccc(Br)c1 (stereo not given) | -1.7
O=C1Nc2ccccc2Nc2ccc([N+](=O)[O-])cc21 | 3.5
O=C(O)Cc1n[nH]c(=O)c2ccccc12 | -0.1
CC(C)C(=O)NC(Nc1ccc(S(N)(=O)=O)cc1)C(Cl)(Cl)Cl (stereo not given) | -1.6
COc1cccc(-n2nnc(S(=O)(=O)c3ccc(C)cc3)c2N)c1 | -1.4
NC(=O)c1nsc(C(=O)N(c2ccc(F)cc2)C(C(=O)NC2CCCC2)c2ccncc2)c1N (stereo not given) | -3.1
O=C(c1ccccc1)N1CCN(C(=O)c2nn3c(C(F)(F)F)cc(-c4ccccc4)nc3c2Br)CC1 | 3.8
CCOC(=O)N1CCN(C(=O)c2ccc(CS(=O)(=O)c3c(Cl)cccc3Cl)o2)CC1 | 0.4
CC(/C=C1\SC(=S)N(NC(=O)c2cccc(O)c2)C1=O)=C\c1ccccc1 | 0.4
O=C(COC(=O)C1CC2C=CC1C2)Nc1ccc2c(c1)OC(F)(F)O2 (stereo not given) | -1.7
CCCOc1ccccc1Nc1nnc(C)c(=O)[nH]1 | -3.3
O=S(=O)(c1ccccc1)N(Cc1ccc(Cl)cc1)c1ccncc1 | 2.8

The list goes on.
compound | TbREL1 inh
O=C(COC(=O)c1ccc(Br)o1)NCC(=O)Nc1ccc(F)cc1 | -0.5
CC(C)(C)NC(=O)CSc1nnc(-c2ccncc2)n1Cc1ccccc1 | -0.4
O=C1CCC[C@H]2C[C@H](NCc3cccc(Cl)c3)CC[C@]23CCCN13 | -4.1
O=C(Nc1ccc(Cl)cn1)c1cccc(F)c1 | 0.4
Cc1ccc(-c2nnnn2CS(=O)(=O)c2ccccc2)cc1 | 2.4
O=C(CCCN1C(=O)S/C(=C\C=C\c2ccccc2)C1=O)Nc1ccc(O)cc1 | 3.3
S=C(NCc1ccc(Cl)cc1)NC12CC3CC(CC(C3)C1)C2 | -6.9
O=C(NCn1cnccc1=O)c1ccccc1 | 2.1
C[C@@H]1CN([C@@H](C)CO)C(=O)c2cc(Br)cnc2O[C@H]1CN(C)C(=O)Cc1cccnc1 | 1.5
Cc1cc2ncn(/N=C/c3ccc([N+](=O)[O-])s3)c2cc1C | 0.7
Cc1noc(C)c1NC(=O)Nc1cccc2c1O[C@H](CN(C)S(C)(=O)=O)[C@@H](C)CN([C@H](C)CO)C2=O | -0.9
Cc1ccc(Nc2nc(N)c([N+](=O)[O-])c(N3CCC(C)CC3)n2)cc1C | 4.6
CNC(=O)C(NC(=O)CNC(=O)c1ccc(Cl)cc1)C(C)(C)C (stereo not given) | 0.1
COC(=O)c1cnn2c3c(c(C)nc12)CCCC3 | 1.0
CCC(C)(C)NC(=O)Cc1ccccc1OC | 3.6
CC1CN(c2nc3ccccc3nc2SCC(=O)Nc2cccc(C(F)(F)F)c2)CC(C)O1 (stereo not given) | 5.1
COc1ccc(OC)c2[nH]c(=O)c(CCNS(=O)(=O)c3ccc(Cl)cc3)cc12 | 0.8
Clc1ccc2c(c1)C1=C(C(c3ccncc3)O2)C(c2ccc(Br)cc2)n2ncnc2N1 (stereo not given) | 4.4
O=C(CSc1ccc([N+](=O)[O-])cn1)Nc1ccc2c(c1)OCO2 | 5.1
CCCc1cc(=O)[nH]c(SCC(=O)N(C)C2CCS(=O)(=O)C2)n1 (stereo not given) | 0.1
CNc1nnc(-c2ccncc2)s1 | 0.5
O=C(NCCSc1ccccc1)c1ccco1 | 3.7
Fc1cccc2sc(Nc3nc4ccccc4s3)nc12 | -4.2
CCC(C)NC(=O)CN(c1cc(C)cc(C)c1)S(=O)(=O)c1c(C)[nH]c(=O)[nH]c1=O (stereo not given) | 6.2
O=C(O)c1ccccc1NC(=S)NC(=O)c1sc2ccccc2c1Cl | 3.9
Cc1nc2c(sc3nc4c(cc32)COC(C)(C)C4)c(=O)o1 | 4.4
CC(C)(C)OC(=O)[C@H](Cc1ccccc1)NC(=O)c1nc[nH]c1C(=O)N[C@@H](CCCCN)C(=O)OC(C)(C)C | 10.7
O=C(NCc1nc(-c2ccc(Cl)cc2)no1)c1ccco1 | -0.9
CCOC(=O)CCCNC(=O)OC1CC2CC1[C@H]1CCCCN1[C@H]2C (stereo not given in full) | 2.1
CCCCCCSc1ccc(-c2nc3ccc(C)cn3c2NCc2ccccc2)cc1 | -0.5
COCCCN1C(=O)c2ccc(C(=O)Nc3cccc(OC)c3)cc2C1=O | 6.8
O=C(O)CNc1ccc(S(=O)(=O)C(F)(F)F)cc1[N+](=O)[O-] | -0.4
O=C(NCCN1CCN(C(=O)c2ccc([N+](=O)[O-])cc2)CC1)C(=O)NCc1ccccc1 | -2.9
Cn1c(C(=O)NCCCN2CCN(c3ccccc3F)CC2)cc2c(=O)[nH]c3ccccc3c21 | -0.4
CCCCCCCCN1C(=O)[C@@H](CC(=O)N2CCCCC2)C[C@@]2(C(=O)OC)C1=C[C@H](C(C)C)O[C@@H]2C1CC1 | -1.5
O=C(c1cc(C2CC2)nn1-c1ccccc1)N1CCN(c2ccc(O)cc2)CC1 | -7.1
CC(C)CC(CC(C)C)=NNC(=O)c1ccc2c(c1)OCO2 | 4.0
COc1ccccc1CCN1CCCC(CN(C)C(=O)c2ccoc2)C1 (stereo not given) | 5.4
O=C(O)C12CC3CC(C1)CC(n1cnc(Cl)n1)(C3)C2 | 0.1
Cc1oc(CN2CCOCC2)cc1C(=O)O | 4.3
O=C(/C=C/c1ccccc1)NC1CCS(=O)(=O)C1 (stereo not given) | 2.9
O=S(=O)(NCCCc1ccccc1)c1ccc(Br)cc1 | 2.8
O=C(O)c1nnn(-c2ccc(F)cc2F)c1-c1ccccc1 | -1.2
O=C(Nc1ccc(-c2ccc3nncn3n2)cc1)C1CCCCC1 | -3.3
CCc1ccc(OCC(=O)NNC(=O)C2CCC2)cc1 | 1.1
Cc1cccc(NC(=O)C2CCN(c3ncccn3)CC2)c1C | 2.3
CC(C)NCCOCCOc1ccc(Cl)cc1Br | 1.9
Cc1cc(C)c(NC(=O)CCCOC(=O)C2=COCCO2)c(C)c1 | 2.1
C[C@H](CO)N1C[C@H](C)[C@@H](CN(C)CC2CCCCC2)Oc2c(NS(=O)(=O)c3cn(C)cn3)cccc2C1=O | -2.8
O=C(O)CSCC(=O)N1CCN(S(=O)(=O)c2ccccc2)CC1 | 0.1
Cc1ccc(-c2nnn(CC(=O)N(Cc3cccs3)C(C(=O)NC(C)(C)C)c3ccco3)n2)o1 (stereo not given) | -0.7
COc1ccc(/C=N/NC(=O)c2cc[n+]([O-])cc2)cc1 | 3.1
O=c1cc(O)nc[nH]1 | 9.7
CCOc1ccc(CCNC(=O)c2cccc(-n3cnnn3)c2)cc1OCC | -1.3
CCC(CCC(=O)Nc1ccn(-c2ccccc2)n1)C(=O)O (stereo not given) | -1.3
CCCC(=O)Nc1cc2c(cc1C(=O)c1ccccc1)OCCO2 | 4.0
CSc1ccc(CN(C)CC(=O)NCCc2ccccc2)cc1 | -0.6
COc1ccc(Cn2c(C)cc(O)cc2=O)cc1 | 4.3
COc1cc(CC(=O)OCC(=O)Nc2ccc(N(C)C)cc2)cc(OC)c1OC | -9.4
CS(=O)(=O)Cc1nc2ccccc2oc1=O | -0.7

Looked up by compound from the entries so far, 5 records:
compound | TbREL1 inh
CCOc1ccc(S(=O)(=O)NCCC(=O)NC2CCN(Cc3ccccc3)CC2)cc1 | -1.9
Clc1ccc(CNc2ccc3nnc(-c4ccccc4)n3n2)cc1 | 0.8
CCCc1cc(=O)[nH]c(SCC(=O)N(C)C2CCS(=O)(=O)C2)n1 (stereo not given) | 0.1
Clc1ccc2c(c1)C1=C(C(c3ccncc3)O2)C(c2ccc(Br)cc2)n2ncnc2N1 (stereo not given) | 4.4
O=C(Nc1ccc(-c2ccc3nncn3n2)cc1)C1CCCCC1 | -3.3

Remaining list, next part:
compound | TbREL1 inh
O=C(COc1ccc(S(=O)(=O)N2CCOCC2)cc1)Nc1ccccc1Cl | 4.1
CCOc1cc(NC(=O)C2CC2)c(OCC)cc1NC(=O)c1cc(OC)c(OC)c(OC)c1 | -0.9
CCOC(=O)[C@@H]1[C@H]2COc3ccccc3[C@H]2N2C(=O)N(c3cccc(F)c3)C(=O)[C@]12C | -0.1
CC1(C)CC(=O)C2=C(C1)N1C(=C(C#N)C2c2ccc(Cl)cc2)N=C(N)c2ccccc21 (stereo not given) | 1.5
COc1ccc(S(=O)(=O)NCc2ccco2)cc1-c1nnc2c3ccccc3c(C)nn12 | -1.8
Cc1ccc(NC(=O)N(C2=NCC(C)S2)c2ccccc2)cc1 (stereo not given) | 0.0
COc1cc2[nH]c(=S)n(NC(=O)c3ccccc3)c(=O)c2cc1OC | -0.2
CCc1c(C#N)c(N)nc(SCC(=O)OCc2ccccc2)c1C#N | 0.9
Cc1ccc(NS(C)(=O)=O)c(C(=O)c2ccccc2)c1 | -0.2
O=C(NCc1cccnc1)NC1CC(=O)N(c2ccc3c(c2)OCCO3)C1 (stereo not given) | 2.9
CCN1CCN(C(=S)Nc2ccc(C(C)=O)cc2)CC1 | 0.0
CCn1nnnc1SCC(=O)N1c2ccccc2Sc2ccccc21 | 1.2
O=S(=O)(/N=C/c1ccccc1O)c1cccs1 | -2.0
COC(=O)[C@]12CCCCC=C1N(CCC1=CCCCC1)C(=O)[C@H](CC(=O)NCc1cccc3ccccc13)C2 | 2.4
CC(C)NC(=O)c1nn2c(C(F)(F)F)cc(-c3ccco3)nc2c1Cl | 1.4
